mouse EphA4 binding – inhibitors of EphA4 binding to KYL peptide, primary screen, biochemical, colorimetric, mouse EphA4 (AID 689). EphA4-AP binding to KYL peptide, pNPP A405; higher % means a stronger effect. inhibition, % at 10 µM; hits with a dose series show IC50 in µM. 62,000 tested, 0.1% active; in the data active = a potency from the dose series; inactive = the rest, 99 in 100 with inhibition below about 22%
An asterisk follows results filed as active; & = joins results of further samples. These rows are one share of the data; count on the stated rates, not on these rows.

The first 23 entries, ahead of the listing:
no. | SMILES | mouse EphA4 binding
1 | O=[N+]([O-])c1ccc(N2CCN(S(=O)(=O)c3ccccc3)CC2)cc1Sc1cccc2cccnc12 | -8.8%
2 | CCC1(C)CC(=O)N(c2ccc(C(=O)O)c(O)c2)C1=O (stereo not drawn) | -9.1%
3 | OC(c1ccccc1)c1nc2ccccc2s1 (stereo not drawn) | -16.2%&0.8%
4 | CC12CC3(C)CC(C)(C1)CC(C(=O)NC(=S)N1CCOCC1)(C2)C3 | -5.4%
5 | Cc1ccc2nc(Cc3ccc(N)cc3)[nH]c2c1 | -4.7%
6 | Cc1ccc(Sc2c(C#N)c(-c3ccccc3)nn2C)cc1 | -1.0%
7 | CCC1C(=O)N=C(SCC(=O)Nc2ccc(C(=O)OC)cc2)NC1=O (stereo not drawn) | -0.8%
8 | NC(=O)CSc1nnc2sc3ccccc3n12 | 1.7%
9 | COCCn1c(=S)[nH]c2cc(C(=O)N3CCN(c4ccc(F)cc4)CC3)ccc2c1=O | 5.9%
10 | Cc1ccc(CSCC(=O)N2CCOCC2)cc1 | -2.7%
11 | CCC(C(=O)Nc1ccccc1OC)n1c(C(=O)OC)cc2ccsc21 (stereo not drawn) | -8.0%
12 | CCn1c(SCC(=O)Nc2c(C)n(C)n(-c3ccccc3)c2=O)nnc1-c1cccc(C)c1 | -17.7%
13 | COc1ccc(NC(=O)CN(C)S(=O)(=O)c2ccc(Cl)cc2)c([N+](=O)[O-])c1 | -5.6%
14 | CCN(CC)c1ccc(NC(=O)CN2CCN(c3ccccc3F)CC2)cc1 | -4.6%
15 | Cc1cc(=O)[nH]c(SCC(=O)c2ccc(C)c(C)c2)n1 | -5.9%
16 | C=CCn1c(SCC(=O)N(C)C2CCS(=O)(=O)C2)nnc1-c1ccncc1 (stereo not drawn) | -8.9%
17 | COC(=O)c1ccc(OCc2cc(C(=O)OC)oc2C)cc1 | 0.3%
18 | CN(C)C(=O)c1sc2ccccc2c1Cl | -4.2%
19 | COc1ccc(Cc2noc(-c3ccc(OC)c(OC)c3)n2)cc1OC | -3.1%
20 | CCN1CCc2nc(SCC(=O)Nc3ccc(OC)cc3)c(C#N)cc2C1 | -4.0%
21 | CCCCOc1ccc(OC(=O)c2cccnc2)cc1 | -5.2%
22 | O=C(NCc1ccc(F)cc1)C(Cc1ccccc1)NS(=O)(=O)c1cccs1 (stereo not drawn) | -17.6%
23 | Cc1cccc(/C(N)=N/OC(=O)c2cccs2)c1 | -6.6%

The listing (from the top)
no. | SMILES | mouse EphA4 binding
1 | O=[N+]([O-])c1ccc(N2CCN(S(=O)(=O)c3ccccc3)CC2)cc1Sc1cccc2cccnc12 | -8.8%
2 | CCC1(C)CC(=O)N(c2ccc(C(=O)O)c(O)c2)C1=O (stereo not drawn) | -9.1%
3 | OC(c1ccccc1)c1nc2ccccc2s1 (stereo not drawn) | -16.2%&0.8%
4 | CC12CC3(C)CC(C)(C1)CC(C(=O)NC(=S)N1CCOCC1)(C2)C3 | -5.4%
5 | Cc1ccc2nc(Cc3ccc(N)cc3)[nH]c2c1 | -4.7%
6 | Cc1ccc(Sc2c(C#N)c(-c3ccccc3)nn2C)cc1 | -1.0%
7 | CCC1C(=O)N=C(SCC(=O)Nc2ccc(C(=O)OC)cc2)NC1=O (stereo not drawn) | -0.8%
8 | NC(=O)CSc1nnc2sc3ccccc3n12 | 1.7%
9 | COCCn1c(=S)[nH]c2cc(C(=O)N3CCN(c4ccc(F)cc4)CC3)ccc2c1=O | 5.9%
10 | Cc1ccc(CSCC(=O)N2CCOCC2)cc1 | -2.7%
11 | CCC(C(=O)Nc1ccccc1OC)n1c(C(=O)OC)cc2ccsc21 (stereo not drawn) | -8.0%
12 | CCn1c(SCC(=O)Nc2c(C)n(C)n(-c3ccccc3)c2=O)nnc1-c1cccc(C)c1 | -17.7%
13 | COc1ccc(NC(=O)CN(C)S(=O)(=O)c2ccc(Cl)cc2)c([N+](=O)[O-])c1 | -5.6%
14 | CCN(CC)c1ccc(NC(=O)CN2CCN(c3ccccc3F)CC2)cc1 | -4.6%
15 | Cc1cc(=O)[nH]c(SCC(=O)c2ccc(C)c(C)c2)n1 | -5.9%
16 | C=CCn1c(SCC(=O)N(C)C2CCS(=O)(=O)C2)nnc1-c1ccncc1 (stereo not drawn) | -8.9%
17 | COC(=O)c1ccc(OCc2cc(C(=O)OC)oc2C)cc1 | 0.3%
18 | CN(C)C(=O)c1sc2ccccc2c1Cl | -4.2%
19 | COc1ccc(Cc2noc(-c3ccc(OC)c(OC)c3)n2)cc1OC | -3.1%
20 | CCN1CCc2nc(SCC(=O)Nc3ccc(OC)cc3)c(C#N)cc2C1 | -4.0%
21 | CCCCOc1ccc(OC(=O)c2cccnc2)cc1 | -5.2%
22 | O=C(NCc1ccc(F)cc1)C(Cc1ccccc1)NS(=O)(=O)c1cccs1 (stereo not drawn) | -17.6%
23 | Cc1cccc(/C(N)=N/OC(=O)c2cccs2)c1 | -6.6%
24 | O=C(Nc1ccccc1)Nc1nnc(SCc2ccc(Cl)cc2Cl)s1 | -7.4%
25 | COc1ccc(S(=O)(=O)Nc2ccc3oc(C)c(C(=O)O)c3c2)cc1 | -6.6%
26 | COc1cc(C(=O)O)ccc1OCC(=O)N1CCOCC1 | -2.7%
27 | CC(NC(=O)C1CCCN(S(=O)(=O)c2cccc3nonc23)C1)c1ccccc1 (stereo not drawn) | -15.2%
28 | COc1ccc(OC)c(-n2c(-c3cnccn3)n[nH]c2=S)c1 | -4.0%
29 | NC(=O)C1CCCN(CCc2ccccc2)C1 (stereo not drawn) | -16.8%
30 | CC(Cc1ccccc1)C(=O)Nc1ccc(Cl)cc1 (stereo not drawn) | -3.8%

In a second layout: 3 of the compounds above
# | mouse EphA4 binding | Structure
8 | 1.7% | NC(=O)CSc1nnc2sc3ccccc3n12
7 | -0.8% | CCC1C(=O)N=C(SCC(=O)Nc2ccc(C(=O)OC)cc2)NC1=O (stereo not drawn)
26 | -2.7% | COc1cc(C(=O)O)ccc1OCC(=O)N1CCOCC1

(continued)
no. | SMILES | mouse EphA4 binding
31 | CCCCNc1nc(N(C)c2ccccc2)nc(-n2ccnc2)n1 | -11.6%
32 | NC(=O)c1ccc(NC(=O)CCCc2nc(-c3ccccc3Cl)no2)cc1 | -13.3%
33 | N#Cc1c(-n2cccc2/C=N/O)sc2c1CCCC2 | -12.3%
34 | CC(=O)Nc1ccc(S(=O)(=O)NC(CC(=O)N(C)Cc2ccccc2)C(C)C)cc1 (stereo not drawn) | -6.1%
35 | CCOC(=O)c1c(NC(=O)COC(=O)Cn2c(C(F)(F)F)nc3ccccc32)sc(C)c1C | -2.3%
36 | COc1ccc(OC)c(NC(=S)NC(=O)c2ccco2)c1 | 2.0%
37 | CC(Cc1cccs1)NC(=O)Nc1ccc(F)cc1 (stereo not drawn) | -2.5%
38 | O=C(CSc1nnc(-c2ccncc2)n1Cc1ccccc1)Nc1nccs1 | -8.2%
39 | CCn1ncc(C2=NOC(C(=O)N3CCN(c4ccccc4)CC3)C2)c1C (stereo not drawn) | 1.9%
40 | CCOC(=O)CC1=NS(=O)(=O)c2ccccc2N1 | -1.9%
41 | N#Cc1c(N)nc(SCC(=O)OCc2ccccc2)c(C#N)c1-c1ccco1 | -5.1%
42 | CCOC(=O)C(C(=O)OCC)=C1OC(=O)c2ccccc21 | 20.1%
43 | Cc1ccc(S(=O)(=O)c2c(COC(=O)c3cccc(Cl)c3)c(-c3ccccc3)nn2C)cc1 | -3.9%
44 | Cc1ccccc1NC(=S)NC(NC(=O)COc1ccccc1)C(Cl)(Cl)Cl (stereo not drawn) | -7.8%
45 | O=[N+]([O-])c1cccnc1N1CCCCC1 | -10.4%
46 | CC(=O)c1ccc(NC(=O)C(Cc2ccccc2)NC(=O)c2ccco2)cc1 (stereo not drawn) | -13.6%
47 | CCc1ccccc1NC(=O)/C(=C/c1ccccc1)c1ccccc1 | 1.4%
48 | Cc1ccc2nc(/C(C#N)=C\c3ccc([N+](=O)[O-])o3)[nH]c2c1 | -12.3%
49 | CN(C(=O)COC(=O)c1ccc2c(c1)NC(=O)CS2)C1CCS(=O)(=O)C1 (stereo not drawn) | -17.0%
50 | O=C1c2cccc3c([N+](=O)[O-])ccc(c23)C(=O)N1Cc1cccnc1 | -1.2%
51 | CC1CCCC(C)N1C(=O)c1nn2c(c1Cl)NC(c1ccc(Cl)cc1)CC2C(F)(F)F (stereo not drawn) | -0.3%
52 | COc1ccc(OC)c(CN2CCN(C(=O)c3cccc4ccccc34)CC2)c1 | -11.9%
53 | CN(C(=O)CSc1nc(-c2ccc(F)cc2)cs1)C1CCS(=O)(=O)C1 (stereo not drawn) | -5.7%
54 | CCOC(=O)c1c(-c2ccccc2)oc2cc(Br)c(OC(C)C(=O)OC)cc12 (stereo not drawn) | 13.0%
55 | CC(C)(C#N)Nc1ccccc1 | -7.6%
56 | CSc1nnc(-c2ccc(F)cc2)o1 | -23.3%
57 | CC(=O)NC(O)C(=O)c1ccccc1 (stereo not drawn) | -14.6%
58 | COc1cc2c(cc1OC)C(C(=O)Nc1ccccn1)C(c1cccnc1)N(C)C2=O (stereo not drawn) | -14.6%
59 | COc1ccc2c(c1)[n+](=O)c(C(C)=O)c(C)n2[O-] | 8.8%
60 | CCN(CC)c1ccc(C(=O)Nc2ccccc2F)cc1 | 25.5%
61 | Cc1ccc(C(C)C)c(OCCOc2ccc(/C=C3/SC(=S)N(C)C3=O)cc2)c1 | 14.4%
62 | O=C(Cn1c(CSc2ccccc2)nc2ccccc21)Nc1ccccc1 | -4.1%
63 | C=CCNC(=O)c1ccc(-c2ccc([N+](=O)[O-])cc2C)o1 | 10.5%
64 | COCc1[nH]nc2c1C1(C(=O)N(C)c3ccccc31)C(C#N)=C(N)O2 (stereo not drawn) | -8.1%
65 | O=C(O)C1CCN(C(=O)c2ccccc2C(=O)N2CCC(C(=O)O)CC2)CC1 | 8.0%
66 | CCCCSc1nn[nH]n1 | -10.0%
67 | O=C(Nc1nc2ccc([N+](=O)[O-])cc2s1)c1cccc(F)c1 | -2.1%
68 | Brc1ccc(CN2CCSCC2)cc1 | -3.8%
69 | CC(C)Cn1c2c(c(O)c(C(=O)Nc3ccc(F)cc3)c1=O)CCCC2 | -3.1%
70 | Cc1ccc(CNc2ncnc3c2cnn3-c2ccccc2)cc1 | 9.7%
71 | CC1CCN(CCc2nc3cc(NS(=O)(=O)c4ccccc4)ccc3n2C)CC1 | 4.8%
72 | Cc1[nH]c2ccccc2c1C1(O)C(=O)N(Cc2ccc3c(c2)OCO3)c2ccccc21 (stereo not drawn) | -9.5%
73 | CC(=O)CSc1nnc(Cc2ccc([N+](=O)[O-])cc2)o1 | -11.0%
74 | Cn1nnnc1SCc1nnc(-c2ccccc2Br)o1 | 42.9%
75 | CC(=O)N1CCN(S(=O)(=O)c2cccc(C(=O)Nc3nc4c(s3)CCCC4)c2)CC1 | 1.9%
76 | N#CCCCSC1=C(C#N)C(c2ccccc2Cl)CC(=O)N1 (stereo not drawn) | -10.9%
77 | O=C(NC1CCCCC1)C(c1ccc(F)cc1)N(C(=O)c1cccs1)c1ccc2c(c1)OCO2 (stereo not drawn) | -8.4%
78 | FC(F)(F)c1nc2ccccc2n2c(-c3c(Cl)cccc3Cl)nnc12 | -1.5%
79 | CN1C2C=C3C(C#N)=C(N)C(C#N)(C#N)[C@@H](c4ccc(Cl)cc4)[C@@H]3C1CC2 (stereo partly drawn) | -6.0%
